SRC1 TRFRET art – TR-FRET detection interference compounds, primary screen, artefact control for PPARgamma SRC-1 recruitment agonists, biochemical, TR-FRET emission ratio. AID 1051, 2008. actives 0.34% (n = 99,000). TR-FRET ratio at 8 µM. TR-FRET detection artefact counter-screen; stronger effect = higher value; in the data active = TR-FRET ratio above about 2300; also: inactives centre near 1800
SRC3 TRFRET art – TR-FRET detection interference compounds, artefact control for PPARgamma SRC-3 recruitment agonists, biochemical, TR-FRET ratio; TR-FRET artefact counter-screen, PPARgamma/SRC-3 format; stronger effect = higher value; AID 1048, 2008; actives 0.39% (n = 99,000); TR-FRET ratio at 8 µM; in the data active = TR-FRET ratio above about 2000; also: inactives centre near 1600
Numbers without * were called inactive. The list is partial; rates above refer to the full screens.

Start of the data: the first 3 compounds, to show the layout:
The line under a structure holds: SRC3 TRFRET art, SRC1 TRFRET art
- CC(=Nc1ccccc1)Nc1ccccc1
 : 1460, 1740
- COc1cc(CNCCO)cc(Br)c1OCc1ccccc1
 : 1632, 1936
- Cc1cc(N=Cc2c(O)n(-c3ccc(C)c(C)c3)c(=O)c3ccccc23)no1
 : 1420, 1583

All compounds of this part, previewed entries included:
The line under a structure holds: SRC3 TRFRET art, SRC1 TRFRET art
- CC(=Nc1ccccc1)Nc1ccccc1
 : 1460, 1740
- COc1cc(CNCCO)cc(Br)c1OCc1ccccc1
 : 1632, 1936
- Cc1cc(N=Cc2c(O)n(-c3ccc(C)c(C)c3)c(=O)c3ccccc23)no1
 : 1420, 1583
- Cc1ccc(S(=O)(=O)Oc2ccc(/C=N/NC(=O)c3nn(C)cc3[N+](=O)[O-])cc2)cc1
 : 1707, 1915
- COC(=O)c1ccc(C(=O)N(CCN(C)C)c2nc3c(Cl)cccc3s2)cc1
 : 1519, 1620
- CC(Cc1ccccc1)NC(=O)/C=C/c1ccc([N+](=O)[O-])cc1 (stereo not drawn)
 : 1672, 2086
- COc1cccc(CN(C)C(=O)c2cccnc2SC)c1OC
 : 1596, 1811
- COc1ccc(C(=O)Nc2ccc(C(=O)Nc3nccs3)cc2)cc1[N+](=O)[O-]
 : 1613, 1915
- C=CCN(CC(=O)O)S(=O)(=O)c1ccccc1C(F)(F)F
 : 1640, 1876
- CC1=NN(C(=O)c2cccnc2)C(O)(C(F)(F)F)C1 (stereo not drawn)
 : 1627, 1707
- Cc1ccc(C(=O)Nc2ccccc2C(=O)O)cc1NC(=O)COc1c(C)cccc1C
 : 1568, 1473
- CCCC(=O)NCc1cc(-c2nn(C)c(=O)c3ccccc23)ccc1OC
 : 1570, 1858
- Nc1c(NC(=O)CC[n+]2ccccc2)cccc1[N+](=O)[O-]
 : 1754, 1880
- CC(C)N1CCc2c(sc(NC(=O)c3cc4cc([N+](=O)[O-])ccc4s3)c2C(N)=O)C1
 : 1479, 1667
- O=C1N/C(=N\N=C\c2cccs2)SC1Cc1ccc(Cl)cc1 (stereo not drawn)
 : 1568, 1673
- O=C(N/N=C/c1c(O)n(-c2ccccc2Cl)c(=O)c2ccccc12)C1COc2ccccc2O1 (stereo not drawn)
 : 1582, 1842
- Cc1cc(C(=O)COc2ccc(Cl)cc2Br)c(C)n1C
 : 1370, 1724
- CCOc1cc(/C=C/C(=O)O)ccc1OCCO
 : 1574, 1599
- Cc1ccc(O)c(C(CC(=O)NC2CCCCC2)c2ccccc2)c1 (stereo not drawn)
 : 1801, 1658
- Cc1c(NC(=O)CCCN2C(=O)c3cccc4cccc(c34)C2=O)c(=O)n(-c2ccccc2)n1C
 : 1664, 1724

Profiles, looked up by structure. Order of values: SRC3 TRFRET art, SRC1 TRFRET art
Record of Cc1c(NC(=O)CCCN2C(=O)c3cccc4cccc(c34)C2=O)c(=O)n(-c2ccccc2)n1C → 1664, 1724
Record of CCOc1cc(/C=C/C(=O)O)ccc1OCCO → 1574, 1599
Record of O=C(N/N=C/c1c(O)n(-c2ccccc2Cl)c(=O)c2ccccc12)C1COc2ccccc2O1 (stereo not drawn) → 1582, 1842
Record of CCCC(=O)NCc1cc(-c2nn(C)c(=O)c3ccccc23)ccc1OC → 1570, 1858
Record of Cc1ccc(C(=O)Nc2ccccc2C(=O)O)cc1NC(=O)COc1c(C)cccc1C → 1568, 1473

(further entries)
The line under a structure holds: SRC3 TRFRET art, SRC1 TRFRET art
- Cc1cc(N2CCN(C)CC2)nc2ccc(NC(=S)N3CCCCCC3)cc12
 : 1736, 1727
- CCOC(=O)C(NC(=O)c1ccc(OC)cc1)(N1CCCC1=O)C(F)(F)F (stereo not drawn)
 : 1793, 1823
- O=C(Cc1ccccc1)NNc1ccc2ccccc2c1
 : 1396, 1508
- Cc1csc(NC(=O)c2cncc(Br)c2)n1
 : 1403, 1315
- Fc1ccc(CSc2ncnc3scc(-c4ccccc4)c23)cc1
 : 1689, 2023
- O=C(c1cccc(C(=O)N(c2ccccn2)C2CCCCC2)c1)N(c1ccccn1)C1CCCCC1
 : 1531, 1960
- COc1cc(/C=N/NC(=S)NCc2ccco2)cc(OC)c1OC
 : 1511, 1672
- O=C(Nc1ccccc1)c1snc2c(=O)[nH]cnc12
 : 1706, 1498
- COc1ccc(N2CC(C(=O)Nc3nnc(SCc4ccccn4)s3)CC2=O)cc1 (stereo not drawn)
 : 1731, 1630
- CCOC(=O)/C(=C/c1ccc(OC)cc1)NC(=O)c1ccco1
 : 1682, 1872
- Cn1c(SCC(=O)N2c3ccccc3Sc3ccccc32)nc2ccccc21
 : 1510, 1847
- Cc1cccc(C)c1NC(=O)COC(=O)CSc1nnc(N)s1
 : 1488, 1453
- CC(=O)C(Cc1ccccc1)NC(=O)CN1CCc2ccccc2C1 (stereo not drawn)
 : 1650, 1774
- O=C(c1ccccc1F)N(Cc1nc2ccccc2c(=O)[nH]1)C1CCCC1
 : 1644, 1666
- Cc1ccc(NC2Nc3cc(C)nn3S2)c(C)c1 (stereo not drawn)
 : 1568, 1777
- COc1ccc(C(=O)N2CCC(c3ccccc3)CC2)c(OC)c1OC
 : 1523, 2037
- Nn1c(SCc2nc3ccccc3[nH]2)nnc1-c1cccnc1
 : 1838, 1829
- CCC(=O)NC(c1ccccc1Cl)c1c(O)ccc2ccccc12 (stereo not drawn)
 : 1649, 1774
- O=C(COc1ccccc1)NCc1n[nH]c(=S)n1-c1ccccc1
 : 1629, 1724
- CC(C)c1cccc(C(C)C)c1NC(=O)COC(=O)c1ccc2c(c1)S(=O)(=O)c1ccccc1C2=O
 : 1403, 1865
- O=C(COC(=O)c1cc(-c2ccco2)nc2ccccc12)NCc1ccc2c(c1)OCO2
 : 1463, 1657
- O=C(COC(=O)Cc1ccc(Br)cc1)NC1CCCCCC1
 : 1486, 1849
- COc1ccc(NC(=O)c2cccc(-n3c(C)ccc3C)c2)c(OC)c1
 : 1625, 1743
- CCOCCCNC(=S)N(Cc1ccccc1)Cc1nc2ccccc2c(=O)[nH]1
 : 1667, 1727
- C=C1CCC2C(C)(C)[C@H](O)CC[C@@]2(C)[C@@H]1COc1cc(=O)oc2ccccc12 (stereo partly drawn)
 : 1515, 1961
- CCN1/C(=C/c2ccc3ccc(C)cc3[n+]2CC)Sc2ccccc21
 : 1353, 1839
- CCN1CNC(=S)N(c2ccccc2OC)C1
 : 1547, 1869
- Cc1ccc(CNC(=O)Nc2ccc3c(c2)N(C)C(=O)CS3)cc1
 : 1708, 1870
- CCC(=O)NCCNc1ccc([N+](=O)[O-])cn1
 : 1468, 1769
- CCOc1ccc(N2C(=O)CSC23CCCCC3)cc1
 : 1502, 1704
- Cc1cc(NC(=O)CN2C(=O)NC3(CCC(C)CC3)C2=O)no1 (stereo not drawn)
 : 1468, 2022
- Nc1nccc(/C=C/c2c(F)cccc2Cl)n1
 : 1584, 2044
- COc1ccc(C(=O)Cc2nnc(C)s2)c(OC)c1
 : 1715, 2015
- O=C(N1CCCC1)C12CC3CC(C1)CC(C(=O)N1CCCC1)(C3)C2
 : 1347, 1538
- Cc1c(/C(O)=C2/C(=O)C(=O)N(CCN3CCOCC3)C2c2ccccn2)cnn1-c1ccccc1 (stereo not drawn)
 : 1635, 1855
- CCOc1ccc(C(=O)NCC(=O)Nc2ccc(N3CCOCC3)cc2)cc1OCC
 : 1381, 1764
- COc1ccc(F)cc1C(=O)C1CCCN(Cc2c(C)n(C)n(-c3ccccc3)c2=O)C1 (stereo not drawn)
 : 1516, 1579
- O=C(OCCN1C(=O)c2cccc3c(N4CCOCC4)ccc(c23)C1=O)c1cccc(Cl)c1
 : 1477, 1823
- O=C(CNC(=O)c1ccco1)OCc1ccc(C(=O)c2ccccc2)cc1
 : 1604, 1731
- Cc1cccc(C)c1NC(=O)CN(c1ccccn1)S(=O)(=O)c1ccc(F)cc1
 : 1460, 1864
- CCOC(=O)c1ccc(N2C(=O)C(O)=C(C(C)=O)C2c2ccc(O)c(OC)c2)cc1 (stereo not drawn)
 : 1443, 1918
- CC(=O)c1cccc(N(C(=O)c2ccco2)C(C(=O)NC2CCCC2)c2ccc(N3CCOCC3)cc2)c1 (stereo not drawn)
 : 1633, 2078
- CCOC(=O)C1CC(c2ccc(Cl)cc2)=NNC1=O (stereo not drawn)
 : 1591, 1849
- CNC(=O)C1CC(=O)N(CCc2ccc(OC)c(OC)c2)C(=Nc2ccc(F)cc2)S1 (stereo not drawn)
 : 1598, 1878
- COc1ccccc1CNC(=O)C1CCN(C(=O)NC2CCCCC2)CC1
 : 1572, 1817
- COc1ccccc1Cn1c(C)nnc1-c1cnn(C)c1N
 : 1511, 1822
- O=C(N/N=C/c1cccc(O)c1)c1ccc(NC(=O)c2cccc([N+](=O)[O-])c2)cc1
 : 1719, 2175
- COc1cccc(C(=O)COc2ccccc2-c2ccccc2)c1
 : 1564, 2075
- CC(NCC(=O)Nc1cc(S(=O)(=O)N2CCCCCC2)ccc1Cl)c1ccccc1 (stereo not drawn)
 : 1538, 1803
- Cc1ccc(Oc2cc(NC(=O)CCCn3nc([N+](=O)[O-])c(Cl)c3C)cc([N+](=O)[O-])c2)cc1
 : 1488, 1687

Remaining list, next part
The line under a structure holds: SRC3 TRFRET art, SRC1 TRFRET art
- CC1(C)S[C@@H]2[C@H](NC(=O)[C@H](C(=O)O)c3ccsc3)C(=O)N2[C@H]1C(=O)O
 : 1783, 1893
- CC(=O)NC1(C(F)(F)F)NC(=O)N(c2ccc(F)cc2)C1=O (stereo not drawn)
 : 1269, 1782
- O=C1N/C(=C/c2cccn2-c2ccc(F)cc2)C(=O)N1Cc1ccccc1F
 : 1490, 1777
- CCC1C(=O)c2ccccc2N(C)C1=O (stereo not drawn)
 : 1425, 1781
- O=C(O)CS(=O)CC(=O)NCc1cccc(C(F)(F)F)c1 (stereo not drawn)
 : 1553, 1593
- O=C(CSc1c2c(nc3ccccc13)CCCC2)NCc1ccco1
 : 1591, 2158
- COC(=O)CSc1nnc(-c2cccnc2)n1C
 : 1625, 1867
- COCCc1nnc(NC(=O)Cc2ccccc2)s1
 : 1677, 1631
- CCSc1nnc(Cn2c(=O)sc3ccccc32)n1-c1ccc(OC)cc1
 : 1786, 2039
- Cc1oc(-c2ccc3c(c2)OCCO3)cc1C(=O)NCC(=O)O
 : 1662, 1676
- COc1ccc(C)cc1Nc1nnc(C)c(=O)[nH]1
 : 1488, 1585
- COc1ccc(CN2CCN(CCC(C)C)C(CCO)C2)cc1Cn1cccn1 (stereo not drawn)
 : 1422, 1740
- Cc1ccc(NC(=O)c2cc(Cl)ccc2[N+](=O)[O-])cc1C
 : 1635, 1779
- CCCC1c2ccc(C)n2CCN1C(=O)Nc1ccccc1Cl (stereo not drawn)
 : 1647, 1873
- O=C(O)CCNC1C=CS(=O)(=O)C1 (stereo not drawn)
 : 1587, 1694
- CN(C)c1ccc(/C=c2/sc3n(c2=O)NC2(c4ccccc4)N(C)C(=O)N(C)C2(c2ccccc2)N=3)cc1 (stereo not drawn)
 : 1597, 1658
- CCOC(=O)C1(Cc2ccccc2)CCCN(Cc2cnn(CC)c2)C1 (stereo not drawn)
 : 1523, 1673
- O=C(NCCc1cccc(Cl)c1)c1cc([N+](=O)[O-])ccc1Cl
 : 1478, 1748
- CCC(=O)Oc1ccc2ccccc2c1CNC(=O)c1ccccc1
 : 1770, 1893
- Clc1ccccc1CNCc1ccncc1
 : 1831, 1851
- Cc1ccccc1CSc1nc2c(c(=O)[nH]1)CCC2
 : 1762, 1987
- c1ccc(SCc2nc(-c3ccncc3)n[nH]2)nc1
 : 1506, 1959
- Clc1ccc(-n2ncc3c(N4CCCC4)ncnc32)cc1
 : 1631, 1695
- CC(=O)OCC(=O)N1CCN(c2ccc([N+](=O)[O-])cc2)CC1
 : 1650, 1907
- O=C(NC(NC(=S)N1CCOCC1)C(Cl)(Cl)Cl)c1cccc2ccccc12 (stereo not drawn)
 : 1733, 1826
- Cc1[nH]c2ccccc2c1C(=O)CCl
 : 1466, 1629
- O=C(COC(=O)Cc1c(Cl)cccc1Cl)Nc1ccccc1-c1ccccc1
 : 1791, 1936
- COc1cccc(NC(=S)N2CCn3cccc3C2c2cccnc2)c1 (stereo not drawn)
 : 1698, 1935
- O=C(CCn1c(=O)oc2ccccc21)Nc1cccc(Cl)c1
 : 1710, 1703
- COCCNC(=O)c1cc(-c2ccncc2)nc2ccc(S(=O)(=O)N3CCOCC3)cc12
 : 1389, 1858
- COc1cc(NC(=O)c2cccs2)c(OC)cc1NC(=O)CCC(=O)Nc1cccc2ncccc12
 : 1514, 1664
- COc1ccc(NC(=S)NCc2cccs2)cc1OC
 : 1491, 1882
- O=C(CCc1ccc(Oc2cc([N+](=O)[O-])cc([N+](=O)[O-])c2)cc1)NC1CCCC1
 : 1567, 1781
- COc1cc(/C=C\C(=O)Nc2cc(=O)n(C)c(=O)n2C)cc(OC)c1OC
 : 1652, 1908
- CCSCc1nnc(SCC(=O)Nc2ccc(OC)cc2)n1C
 : 1618, 1542
- COc1ccccc1C(=O)NNC(=O)C(=O)NCc1ccccc1
 : 1618, 1714
- CCCCNC(=S)NCc1ccc2c(c1)cc(C)n2C
 : 1722, 1892
- CC(C)N1CCN(Cc2cnc(N3CCCC3)s2)CC1CCO (stereo not drawn)
 : 1365, 1569
- CC(C)CN(CC(C)C)C(=O)Nc1ccccc1F
 : 1381, 1531

Already shown: three of the compounds above.
The line under a structure holds: SRC3 TRFRET art, SRC1 TRFRET art
- CCCCNC(=S)NCc1ccc2c(c1)cc(C)n2C
 : 1722, 1892
- CC(C)N1CCN(Cc2cnc(N3CCCC3)s2)CC1CCO (stereo not drawn)
 : 1365, 1569
- CC(C)CN(CC(C)C)C(=O)Nc1ccccc1F
 : 1381, 1531

Screens deposited in PubChem by The Scripps Research Institute Molecular Screening Center.
